Assay outcomes (PubChem BioAssay)
HEK293 NOD2/NF-kB: inhibition of NOD2-driven NF-kB reporter – cell-based, luminescence, uHTS, HEK293 (AID 1566); one-dose inhibition, % at 4 µM; EC50 in µM for titrated hits; 290,000 compounds, 0.63% hits; HEK293 NOD2/NF-kB luciferase reporter, luminescence; higher % means a stronger effect; also: many of its hits are not listed in these tables
TNAP activators: stimulation of alkaline phosphatase TNAP activity – biochemical, luminescent, no phosphate acceptor, uHTS, primary screen (AID 1001); 200,000 compounds, 0.03% hits; purified TNAP, luminescent activation assay, no phosphate acceptor; higher activation fold means a stronger effect; activation fold at 20 µM; hits with a dose series show EC50 in µM; in the data active = activation fold from about 3, or a potency from the dose series; inactive = the rest, 99 in 100 with activation fold below about 1.6; also: many of its hits are not listed in these tables
NTR1 ag: agonists of NTR1, primary screen, imaging, U2OS cells, beta-arrestin-GFP, high content (AID 493036); P30989; NTR1-U2OS beta-arrestin-GFP spot imaging, agonist mode; activation, % at 20 µM; 330,000 compounds, 0.17% hits;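 active = activation at or above 40% of the spot to cytoplasm intensity ratio, with at least 20 cells analyzed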;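 also: 0% = DMSO without peptide and 100% = 100 nM NTR1 peptide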
Target sequence (P30989 whole entry, looked up): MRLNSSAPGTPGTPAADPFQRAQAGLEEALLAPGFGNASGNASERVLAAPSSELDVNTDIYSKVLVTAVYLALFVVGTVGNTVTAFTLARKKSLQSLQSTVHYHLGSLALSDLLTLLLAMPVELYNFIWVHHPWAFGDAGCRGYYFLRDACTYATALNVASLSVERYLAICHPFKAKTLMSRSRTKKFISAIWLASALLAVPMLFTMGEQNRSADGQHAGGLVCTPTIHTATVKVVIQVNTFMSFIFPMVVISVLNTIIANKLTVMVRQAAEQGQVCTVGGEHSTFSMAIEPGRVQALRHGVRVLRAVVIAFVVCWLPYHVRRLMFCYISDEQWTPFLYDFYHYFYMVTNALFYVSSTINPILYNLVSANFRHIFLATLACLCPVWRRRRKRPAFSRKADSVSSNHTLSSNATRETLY
NOD1 NF-kB reporter: NOD1 signaling inhibitors, primary screen, cell-based, luminescence, uHTS (AID 1578); NOD1-driven NF-kB luciferase reporter cells, luminescence; higher % means a stronger effect; inhibition, % at 4 µM; hits with a dose series show EC50 in µM; 290,000 compounds, 1% hits; in the data active = inhibition mostly above about 36%, no sharp cut-off; inactive = mostly below about 34%;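 also: HEK-293T reporter cells stimulated with the NOD1 agonist gamma-tri-DAP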
KOR beta-arrestin-1: kappa opioid receptor activators – cell-based, luminescence, uHTS, primary screen (AID 1777) | activation, % at 10 µM, or EC50 in µM where a hit was titrated | KOR beta-arrestin recruitment, luminescence; higher % means a stronger effect | 280,000 compounds, 0.02% hits; in the data active = activation above about 50%, passing the limit was not always enough; also: a part of the inactive calls stands beside numbers as strong as those of hits
Yfh1-depleted yeast: mitochondrial function rescue without frataxin homolog – Friedreich's ataxia, plus single-dose screen, dose response (AID 1465); fold induction at 50 µM, or EC50 in µM where a hit was titrated; S. cerevisiae Yfh1-off respiration, WST-1 reduction, 72 h; higher fold induction means a stronger effect; 220,000 compounds, 0.074% hits;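 active = fold induction of absorbance versus untreated yeast above a set limit, then at least 30% activation at any dose in follow-up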;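 also: activators that raise dye reduction in frataxin-depleted yeast; strong numbers were not always called active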
GPR55 beta-arrestin: selective activators of receptor GPR55 – imaging, U2OS cells, beta-arrestin-GFP redistribution, primary screen (AID 1961) | U2OS GPR55 beta-arrestin-GFP redistribution imaging; higher % means a stronger effect | one-dose activation, % at 10 µM; EC50 in µM for titrated hits | 290,000 compounds, 0.048% hits;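 active = activation above 40% with more than 50 cells counted in the well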;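 also: U2OS osteosarcoma cells stably expressing GPR55 and beta-arrestin-GFP; plate controls were DMSO negative control for no effect and LPI positive control for full effect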
KOR beta-arrestin-2: KOR antagonists, beta-arrestin recruitment, cell-based, luminescence, uHTS (AID 1778); KOR beta-arrestin recruitment, luminescence, antagonist mode; higher % means a stronger effect; inhibition, % at 10 µM, or IC50 in µM where a hit was titrated; 290,000 compounds, 0.091% hits; also: strong numbers were not always called active
ER stress rescue: protection against thapsigargin-triggered cell killing – 384-well, CSM14.1, ATP luminescence, primary screen (AID 1222). 190,000 tested, under 10 active. CSM14.1 thapsigargin-induced death rescue, ATP luminescence; higher % means a stronger effect. cellular ATP content (survival), % at 20 µM, or EC50 in µM where a hit was titrated;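 active = EC50 below 50 µM in the dose-response confirmation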;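 also: death triggered by thapsigargin at about 15 µM added after 2 h compound pretreatment; cell ATP read after overnight thapsigargin exposure of roughly 18 to 22 hours; normalized against plate controls of thapsigargin alone and 5% DMSO vehicle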
NTR1 ag cell count 20 µM: recorded beside NTR1 ag, whose call it bears; cell count; measured here: cell count, cytotoxicity flag
Active calls of the source: *; [ ] = remark or other dose. Rule as the data show it, unless noted: active = inhibition above about 50%; inactive = the rest. This is a subset; the hit share may differ from the screen's.

Screening COc1ccc(CNC(=O)[C@H](Cc2c[nH]c3ccccc23)NC(=O)[C@@H]2Cc3ccccc3CN2)cc1 returned HEK293 NOD2/NF-kB 4%, NTR1 ag 1.2, NOD1 NF-kB reporter 6%, GPR55 beta-arrestin -0.1%, KOR beta-arrestin-2 -1%[20 µM] and NTR1 ag cell count 20 µM 100.
Screening c1ccc(N2CCN(c3ncnc4c3oc3ccccc34)CC2)cc1 returned HEK293 NOD2/NF-kB -8%, TNAP activators 0.9, NTR1 ag 34, NOD1 NF-kB reporter 56%, KOR beta-arrestin-1 5.3%, GPR55 beta-arrestin -0.1%, KOR beta-arrestin-2 -74%, ER stress rescue -2.1% and NTR1 ag cell count 20 µM 47.
CN(Cc1ccno1)Cc1cn(Cc2ccccc2)nc1-c1ccc2c(c1)OCO2 was read as HEK293 NOD2/NF-kB 6%, TNAP activators 1.1, NTR1 ag 4.5, NOD1 NF-kB reporter -26%, Yfh1-depleted yeast inactive, GPR55 beta-arrestin -0.1%, KOR beta-arrestin-2 -44%[20 µM], ER stress rescue 3.0% and NTR1 ag cell count 20 µM 76.
`Cc1oc2ccc(O)cc2c1C(=O)c1ccc(Cl)cc1` gave HEK293 NOD2/NF-kB -14%, TNAP activators 1, NTR1 ag 4.2, NOD1 NF-kB reporter 10%, KOR beta-arrestin-1 2.8%, Yfh1-depleted yeast inactive, GPR55 beta-arrestin -0.1%, KOR beta-arrestin-2 -4%, ER stress rescue -1.8% and NTR1 ag cell count 20 µM 93.
O=C(c1cc2ccccc2oc1=O)N1CCN(C(=O)C2CCCO2)CC1 (stereo not drawn) was read as HEK293 NOD2/NF-kB 3%, TNAP activators 1.1, NTR1 ag 0.0, NOD1 NF-kB reporter -14%, KOR beta-arrestin-1 -4.7%, Yfh1-depleted yeast inactive, GPR55 beta-arrestin 0.7%, KOR beta-arrestin-2 18%, ER stress rescue -2.6% and NTR1 ag cell count 20 µM 63.
Cc1nc([N+](=O)[O-])c(Sc2nc3ccccc3n2C)n1Cc1ccccc1 was read as HEK293 NOD2/NF-kB 0%, TNAP activators 1.1, NTR1 ag 5.7, NOD1 NF-kB reporter 26%, KOR beta-arrestin-1 8.2%, Yfh1-depleted yeast inactive, GPR55 beta-arrestin 0.0%, KOR beta-arrestin-2 15%, ER stress rescue 3.0% and NTR1 ag cell count 20 µM 46.
Cc1ccc(S(=O)(=O)/N=C/N(C)C)cc1 was read as HEK293 NOD2/NF-kB -12%, TNAP activators 1.1, NTR1 ag -1.2, NOD1 NF-kB reporter -38%, KOR beta-arrestin-1 2.7%, Yfh1-depleted yeast inactive, GPR55 beta-arrestin 0.2%, KOR beta-arrestin-2 0%, ER stress rescue -1.4% and NTR1 ag cell count 20 µM 53.
Screening COc1ccc(C(=O)Oc2ccc(/C=N/NC(=O)Cc3ccc([N+](=O)[O-])cc3)cc2)cc1 returned HEK293 NOD2/NF-kB 12%, TNAP activators 1.2, NTR1 ag -0.9, NOD1 NF-kB reporter 6%, KOR beta-arrestin-1 0.8%, GPR55 beta-arrestin -0.3%, KOR beta-arrestin-2 20%, ER stress rescue 0.8% and NTR1 ag cell count 20 µM 56.
`OC[C@H](O)[C@H](O)[C@@H](O)[C@@H](O)[C@@H]1SC(c2ccccc2)=NN1c1ccccc1` gave HEK293 NOD2/NF-kB 1%, NTR1 ag 0.2, NOD1 NF-kB reporter -1%, KOR beta-arrestin-1 -0.2%, Yfh1-depleted yeast inactive, GPR55 beta-arrestin -0.1%, KOR beta-arrestin-2 -3% and NTR1 ag cell count 20 µM 56.
Screening O=C(CN1C(=O)COc2ccccc21)NCCCN1CCN(c2ccccc2F)CC1 returned HEK293 NOD2/NF-kB 2%, NTR1 ag 1.1, NOD1 NF-kB reporter -11%, KOR beta-arrestin-1 3.9%, GPR55 beta-arrestin -0.1%, KOR beta-arrestin-2 -14% and NTR1 ag cell count 20 µM 71.
For CC1CC(C)CN(CCCNC(=O)c2ccc3c(c2)NC(=O)C(N2CCCCC2)S3)C1 (stereo not drawn) the results were HEK293 NOD2/NF-kB 12%, TNAP activators 1.1, NTR1 ag 0.6, KOR beta-arrestin-1 0.3%, Yfh1-depleted yeast inactive, GPR55 beta-arrestin -0.1%, KOR beta-arrestin-2 26%, ER stress rescue -1.5% and NTR1 ag cell count 20 µM 52.
CCO[C@H]1OC(C(=O)N2CCN(C)CC2)=C[C@@H](c2ccc(Br)cc2)[C@@H]1CCCO was read as HEK293 NOD2/NF-kB 5%, TNAP activators 1.1, NTR1 ag 3.9, NOD1 NF-kB reporter -15%, KOR beta-arrestin-1 5.0%, Yfh1-depleted yeast inactive, GPR55 beta-arrestin 0.1%, KOR beta-arrestin-2 -34%, ER stress rescue 1.4% and NTR1 ag cell count 20 µM 73.
For Cc1ccc(S(=O)(=O)NC2(C(F)(F)F)NC(=O)N(Cc3ccccc3)C2=O)cc1 (stereo not drawn) the results were HEK293 NOD2/NF-kB 10%, NTR1 ag 1.1, NOD1 NF-kB reporter -21%, KOR beta-arrestin-1 -1.4%, GPR55 beta-arrestin -0.1%, KOR beta-arrestin-2 -23% and NTR1 ag cell count 20 µM 46.
`Cc1ccc2cc(/C=C(\C#N)C(N)=O)c(N3CCCCC3)nc2c1` gave HEK293 NOD2/NF-kB 1%, TNAP activators 1, NTR1 ag 5.3, NOD1 NF-kB reporter -14%, KOR beta-arrestin-1 1.9%, Yfh1-depleted yeast inactive, GPR55 beta-arrestin 0.1%, KOR beta-arrestin-2 14%, ER stress rescue -1.2% and NTR1 ag cell count 20 µM 76.
Cc1cc(C)n(-c2ccc(Cl)c(C(=O)NCc3ccccc3)n2)n1 was read as HEK293 NOD2/NF-kB -18%, TNAP activators 1.2, NTR1 ag 2.7, NOD1 NF-kB reporter -46%, KOR beta-arrestin-1 -1.3%, Yfh1-depleted yeast inactive, GPR55 beta-arrestin 0.1%, KOR beta-arrestin-2 -15%, ER stress rescue 0.0% and NTR1 ag cell count 20 µM 39.
Screening O=Cc1cc(Cl)ccc1OCCN1CCC(Cc2ccccc2)CC1 returned HEK293 NOD2/NF-kB -12%, NTR1 ag 6.3, NOD1 NF-kB reporter -3%, KOR beta-arrestin-1 -0.5%, GPR55 beta-arrestin 1.0%, KOR beta-arrestin-2 -9% and NTR1 ag cell count 20 µM 51.
For FC(F)Oc1ccc(-c2csc(NNC3=NCCCCC3)n2)cc1 the results were HEK293 NOD2/NF-kB -24%, TNAP activators 1.3, NTR1 ag 3.2, NOD1 NF-kB reporter -59%, KOR beta-arrestin-1 -2.9%, Yfh1-depleted yeast inactive, GPR55 beta-arrestin 0.1%, KOR beta-arrestin-2 6%, ER stress rescue 2.6% and NTR1 ag cell count 20 µM 43.
CNCC(O)C(O)C(O)C(O)CO (stereo not drawn) was read as HEK293 NOD2/NF-kB 7%, TNAP activators 1.1, NTR1 ag -2.6, NOD1 NF-kB reporter -3%, KOR beta-arrestin-1 -3.4%, Yfh1-depleted yeast inactive, GPR55 beta-arrestin 0.1%, KOR beta-arrestin-2 -5%, ER stress rescue -1.6% and NTR1 ag cell count 20 µM 99.
Screening Cn1c(O)c(/C=C2\C=NN=C2c2ccccc2)sc1=S returned HEK293 NOD2/NF-kB 28%, NTR1 ag 8.2, NOD1 NF-kB reporter -6%, KOR beta-arrestin-1 2.0%, Yfh1-depleted yeast inactive, GPR55 beta-arrestin -0.2%, KOR beta-arrestin-2 -21% and NTR1 ag cell count 20 µM 38.
`Cc1ccc(N=Nc2c(C)[nH]n(-c3ccccc3)c2=O)c(C)c1` gave HEK293 NOD2/NF-kB 9%, TNAP activators 1, NTR1 ag 3.6, NOD1 NF-kB reporter -15%, Yfh1-depleted yeast inactive, GPR55 beta-arrestin -0.1%, KOR beta-arrestin-2 25%[20 µM], ER stress rescue -1.5% and NTR1 ag cell count 20 µM 47.
Screening CC(C)(C)OC(=O)N1CCN(C(=O)[C@H](Cc2ccc(O)cc2)n2cc(CCO)nn2)CC1 returned HEK293 NOD2/NF-kB 7%, TNAP activators 1.1, NTR1 ag -7.4, NOD1 NF-kB reporter -21%, KOR beta-arrestin-1 -4.7%, Yfh1-depleted yeast inactive, GPR55 beta-arrestin 0.7%, KOR beta-arrestin-2 3%, ER stress rescue -1.2% and NTR1 ag cell count 20 µM 57.
CC1CC(C)CN(C(=O)C2CCN(S(=O)(=O)c3c(Cl)cccc3Cl)CC2)C1 (stereo not drawn) was read as HEK293 NOD2/NF-kB 7%, NTR1 ag 0.7, NOD1 NF-kB reporter -14%, KOR beta-arrestin-1 1.0%, GPR55 beta-arrestin 0.3%, KOR beta-arrestin-2 8% and NTR1 ag cell count 20 µM 57.
Screening Cc1cc(N2CCN(C(=O)c3ccco3)CC2)n2ncc(-c3ccccc3)c2n1 returned HEK293 NOD2/NF-kB -45%, TNAP activators 1.1, NTR1 ag 0.0, NOD1 NF-kB reporter -28%, KOR beta-arrestin-1 -1.9%, Yfh1-depleted yeast inactive, GPR55 beta-arrestin 0.3%, KOR beta-arrestin-2 10%, ER stress rescue 1.3% and NTR1 ag cell count 20 µM 40.
`CCCn1c(SCC(=O)Nc2ccccc2-c2ccccc2)nnc1-c1ccoc1C` gave HEK293 NOD2/NF-kB 12%, TNAP activators 1.1, NTR1 ag -0.5, NOD1 NF-kB reporter -19%, KOR beta-arrestin-1 -3.4%, GPR55 beta-arrestin -0.2%, KOR beta-arrestin-2 -15%, ER stress rescue 1.1% and NTR1 ag cell count 20 µM 48.
For CC(C)N(C(=O)COC(=O)c1cc(Cl)cc(Cl)c1N)C(C)C the results were HEK293 NOD2/NF-kB 6%, TNAP activators 1.1, NTR1 ag -0.6, NOD1 NF-kB reporter 7%, KOR beta-arrestin-1 -0.7%, Yfh1-depleted yeast inactive, GPR55 beta-arrestin -0.1%, KOR beta-arrestin-2 6%, ER stress rescue 1.2% and NTR1 ag cell count 20 µM 81.
Screening Cc1cc(Cl)c(OCCOCCN2CCC(C)CC2)c(Br)c1 returned HEK293 NOD2/NF-kB 9%, TNAP activators 1.1, NTR1 ag 0.7, NOD1 NF-kB reporter -14%, KOR beta-arrestin-1 5.1%, Yfh1-depleted yeast inactive, GPR55 beta-arrestin 0.3%, KOR beta-arrestin-2 -12%, ER stress rescue -0.9% and NTR1 ag cell count 20 µM 57.
For COc1ccccc1N/N=C1\COC(C)(C)CC1=O the results were HEK293 NOD2/NF-kB -10%, NTR1 ag 3.2, NOD1 NF-kB reporter -3%, KOR beta-arrestin-1 1.3%, Yfh1-depleted yeast inactive, GPR55 beta-arrestin -0.1%, KOR beta-arrestin-2 17% and NTR1 ag cell count 20 µM 71.
